JMJD2C inh: inhibitors of GASC-1 histone demethylase, primary screen, biochemical, fluorescence, DELFIA europium | GST-JMJD2C(1-420) H3K9me3 demethylation | Lysine-specific demethylase 4C (Homo sapiens), Q9H3R0 | 330,000 compounds, 0.069% hits | inhibition, % at 2.35 µM;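 active means more than half of a compound's replicate wells show inhibition beyond 50%, single wells judged on their own value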;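 further: signal counts dimethyl H3K9 product captured on neutravidin plate; 0% = median of DMSO wells and 100% = 0.3 times that DMSO median; strong numbers were not always called active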
Target sequence (Q9H3R0 1-420 limits assumed): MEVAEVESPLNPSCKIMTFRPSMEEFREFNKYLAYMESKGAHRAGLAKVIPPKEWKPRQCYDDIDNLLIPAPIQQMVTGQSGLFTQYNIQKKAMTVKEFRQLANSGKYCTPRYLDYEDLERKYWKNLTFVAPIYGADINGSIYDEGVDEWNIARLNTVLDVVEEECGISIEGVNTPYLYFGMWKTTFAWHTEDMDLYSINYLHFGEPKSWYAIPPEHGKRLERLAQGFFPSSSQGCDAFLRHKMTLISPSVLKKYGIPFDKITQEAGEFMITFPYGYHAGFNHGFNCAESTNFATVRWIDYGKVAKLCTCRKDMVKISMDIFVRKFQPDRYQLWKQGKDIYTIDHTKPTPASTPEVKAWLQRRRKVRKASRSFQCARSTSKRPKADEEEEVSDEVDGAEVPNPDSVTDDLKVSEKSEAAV
core dimer inh: inhibitors of HCV core protein dimerization, primary screen, biochemical, TR-FRET, high-throughput | TR-FRET GST/Flag-core106 dimerization, 1536-well | inhibition, % at 5 µM | 300,000 compounds, 0.33% hits;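 active means inhibition above the mean of all tested compounds plus 3 SD, set per screening campaign, cut at about 45% in these data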
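Test system: GST/Flag-tagged HCV core106 proteins; Medium: KF-containing HEPES buffer, pH 7.45, DTT, CHAPS, BSA; Times: compound-protein-antibody incubation 4 h at 22.5 °C; Detection: TR-FRET 671 and 617 nm emission; Benchmarks: wells lacking GST-core106 and wells with excess unlabelled core106.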
Efflux pump mplx: inhibitors of Candida efflux pumps in yeast, primary screen, S. cerevisiae, Nile Red, multiplex; S. cerevisiae Candida pump triplex; inhibition, % at 10 µM; 330,000 compounds, 0.44% hits;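 active means plate passing quality check with inhibition over a set limit, or well fluorescence over plate mean plus 4 SD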;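 further: Nile Red retained in pooled yeast measured as flow cytometry median fluorescence; 0% = buffer negative control and 100% = Enniatin B positive control; higher means more Nile Red kept so more efflux inhibition; some compounds called inactive have numbers as strong as hits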
Fh CTSL1 inh: Fasciola hepatica cathepsin L1 inhibitors, primary screen, counter-screen for PFM18AAP inhibitor project, biochemical, QFRET, fluorogenic peptide substrate; 300,000 compounds, 0.49% hits; inhibition, % at 5.96 µM; recombinant F. hepatica cathepsin L1, Z-Leu-Arg-MCA fluorescence;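 active means inhibition above the mean of all tested compounds plus 3 SD, set per screening campaign, cut at about 17% in these data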;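 further: 0% = plate median of test compound wells and 100% = 1 µM Z-Phe-Ala-diazomethylketone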
procasp7 counter: procaspase-7 activators, primary screen, counter-screen for procaspase-3 activator project, biochemical, absorbance, HTS, human | activation, % at 8.5 µM | Caspase-7 (Homo sapiens), P55210 | 330,000 compounds, 0.093% hits | recombinant procaspase-7, Ac-DEVD-pNA absorbance 405 nm; D23A/D198A/D206A triple mutant, cannot self-cleave; scale: DMSO 0, 5 µM enzyme 100;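 active means percent activation above the screen-wide mean plus 3 SD, cut at about 25% in these data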
Target sequence (P55210 whole entry D23A/D198A/D206A): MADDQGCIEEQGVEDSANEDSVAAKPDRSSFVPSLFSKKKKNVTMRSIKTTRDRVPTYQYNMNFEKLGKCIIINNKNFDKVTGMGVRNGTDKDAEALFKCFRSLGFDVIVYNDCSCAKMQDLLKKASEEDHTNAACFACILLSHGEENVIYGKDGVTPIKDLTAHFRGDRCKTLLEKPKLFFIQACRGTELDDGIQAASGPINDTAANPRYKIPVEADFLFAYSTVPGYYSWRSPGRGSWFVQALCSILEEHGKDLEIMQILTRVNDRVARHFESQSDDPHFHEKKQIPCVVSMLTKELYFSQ
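System: Procaspase-7 triple mutant (PC-7 D3A); measure: % activation from two-timepoint absorbance difference, scaled to controls; times: 1 h compound preincubation, 2 h substrate cleavage, 25 °C; also added: Ac-DEVD-pNA substrate, 400 µM as added; measured by: Epi-absorbance of released pNA at 405 nm, two timepoints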
PP5 inh: PP5 phosphatase inhibitors, primary screen, biochemical, fluorescence. inhibition, % at 6.7 µM. 320,000 compounds, 0.18% hits. AID 1987, 2009. Serine/threonine-protein phosphatase 5 (Homo sapiens), P53041. purified PP5c, OMFP substrate fluorescence;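 active means inhibition above the campaign's mean inhibition across all tested compounds plus 3 SD, cut at about 9.5% in these data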;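 further: 0% = DMSO only and 100% = 100 µM cantharidin control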
PP1 counter: PP1-alpha phosphatase inhibitors, primary screen, counter-screen for PP5 inhibitor project, biochemical, fluorescence, OMFP substrate, single point | Serine/threonine-protein phosphatase PP1-alpha catalytic subunit (Homo sapiens), P62136 | purified PP1alpha | inhibition, % at 6.7 µM | 320,000 compounds, 0.9% hits;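 active means inhibition above the mean inhibition of all tested compounds plus 3 SD, computed separately for each screening campaign, cut at about 15% in these data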
TPT1 inh: Candida albicans TPT1 enzyme inhibitors, primary screen, biochemical, fluorescence polarization. tRNA 2'-phosphotransferase TPT1 (Candida albicans SC5314). recombinant caTPT1, FP RNA substrate dephosphorylation. inhibition, % at 5 µM. 300,000 compounds, 0.81% hits;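 active means inhibition above the mean of all tested compounds plus 3 SD, set per screening campaign, cut at about 24% in these data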;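 further: plate controls were DMSO alone for no effect and ferristatin control at 100 nM for full effect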
procasp3 activ: activators of human procaspase-3 D3A mutant, primary screen, biochemical, absorbance, PC-3 D3A mutant, single concentration | Caspase-3 (Homo sapiens), P42574 | recombinant procaspase-3 D3A, Ac-DEVD-pNA absorbance 405 nm | activation, % at 8.5 µM | 330,000 compounds, 0.11% hits | AID 463141, 2010;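 active means activation above the mean of all tested compounds plus 3 SD, cut at about 21% in these data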;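 further: 0% = DMSO alone and 100% = DMSO wells spiked with extra 5 µM PC-3 D3A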
Target sequence (P42574 whole entry D9A/D28A/D175A): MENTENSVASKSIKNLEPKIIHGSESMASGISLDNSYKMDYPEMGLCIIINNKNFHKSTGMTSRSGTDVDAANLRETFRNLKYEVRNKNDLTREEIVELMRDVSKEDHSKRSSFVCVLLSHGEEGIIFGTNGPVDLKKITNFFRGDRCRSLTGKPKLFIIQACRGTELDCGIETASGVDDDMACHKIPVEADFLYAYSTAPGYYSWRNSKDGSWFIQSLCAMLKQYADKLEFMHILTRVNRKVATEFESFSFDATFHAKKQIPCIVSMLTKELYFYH
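Test system: Procaspase-3 D3A mutant, all three cleavage aspartates alanine | Dosing: Single dose, 8.5 µM nominal compound, 0.8% DMSO | Schedule: 1 h preincubation, 2 h reaction | Technique: 405 nm absorbance of p-nitroaniline, reads at 0 and 120 min | Repeats: One well per compound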
An asterisk follows results filed as active; x = no result given.

SMILES	JMJD2C inh	core dimer inh	Efflux pump mplx	Fh CTSL1 inh	procasp7 counter	PP5 inh	PP1 counter	TPT1 inh	procasp3 activ
Cc1cc(C)cc(CC2CC(=O)N(c3cc(C)on3)C2=O)c1 (stereo not given)	12	0	0.2	-4	1	3.5	-5	3	-2
CC(C)OCCCNC(=O)[C@H]1N2C(=O)c3ccccc3C2SC1(C)C (stereo not given in full)	13	5	0.0	1	5	1.5	2	-5	-1
O=C(NCCc1ccccc1)C(=O)NCC1(c2ccccc2)CCCC1	-1	0	-0.1	0	5	0.1	-2	-2	16
COc1ccc(Cl)cc1Nc1nc(C)cc(C)c1C(N)=O	-6	-1	0.0	0	1	2.9	-1	-3	7
O=C(Nc1c(S(=O)(=O)c2ccccc2)csc1Br)c1ccccc1Cl	-6	0	-0.1	2	-2	0.7	-1	-1	2
O=C(Nc1cccnc1Cl)c1cc(-c2cccc(O)c2)on1	-3	9	-0.1	-1	0	2.7	6	6	-4
CCOC(=O)c1cc(=O)[nH]c2ccccc12	-15	0	-0.2	2	5	-2.4	-2	-3	3
COc1cc(/C=N/Nc2nncn2N)ccc1OCc1c(C)no[n+]1[O-]	12	-2	-0.2	3	-29	-0.3	-2	-5	-11
CC(=O)c1cccc(NC(=O)C2C(c3ccccc3)C2(Cl)Cl)c1 (stereo not given)	-3	0	0.0	-4	5	1.8	-1	10	-6
CN(c1ccc(OCCOc2ccccc2Cl)cc1)S(=O)(=O)c1ccccc1	1	x	-0.1	x	8	x	x	x	-8
CCN(CC)c1ccc(N)cc1S(=O)(=O)Nc1ccc(OC)cc1	5	3	0.0	-1	-2	1.9	-5	-3	-1
NC(=O)c1ccccc1NS(=O)(=O)c1ccc(S(=O)(=O)N2CCCC2)cc1	0	x	0.0	x	-3	1.0	-2	x	-6
CCN(C(=O)CN1C(=O)S/C(=C\C=C\c2ccccc2)C1=O)C1CCS(=O)(=O)C1 (stereo not given)	-8	46*	0.0	-1	1	-0.3	14	1	1
COc1cc(CCC(=O)OCC(=O)N2CC(=O)Nc3ccccc32)cc(OC)c1OC	3	x	-0.1	x	-9	x	x	x	0
COc1ccccc1CCCNC(=O)C1CCC(=O)N(Cc2ccccc2F)C1 (stereo not given)	7	-5	-0.1	-4	1	0.8	1	3	0
COCCCNC(=O)c1cn(CC(C)C)c(=O)c2c1c1ccccc1n2C	4	-3	0.2	-1	7	1.0	-5	0	0
COc1ccc(/C=N/NC(=O)CNS(=O)(=O)c2ccc(C)cc2)cc1	-10	-5	0.0	-1	11	3.2	-5	0	-2
O=C(Cn1ccc([N+](=O)[O-])n1)Nc1nccs1	-6	-4	0.1	0	1	2.0	2	3	0
CN(C)/C=C(\C#N)c1nc2ccccc2[nH]1	-2	-2	0.0	3	0	-0.7	-6	-3	-4
COc1ccccc1-c1nc2ccccc2nc1-c1ccccc1	-6	-2	-0.1	-1	-7	6.4	7	-1	0

Complete entries, looked up by structure.
Listed for O=C(Cn1ccc([N+](=O)[O-])n1)Nc1nccs1 → JMJD2C inh: -6; core dimer inh: -4; Efflux pump mplx: 0.1; Fh CTSL1 inh: 0; procasp7 counter: 1; PP5 inh: 2.0; PP1 counter: 2; TPT1 inh: 3; procasp3 activ: 0
Listed for NC(=O)c1ccccc1NS(=O)(=O)c1ccc(S(=O)(=O)N2CCCC2)cc1 → JMJD2C inh: 0; core dimer inh: x; Efflux pump mplx: 0.0; Fh CTSL1 inh: x; procasp7 counter: -3; PP5 inh: 1.0; PP1 counter: -2; TPT1 inh: x; procasp3 activ: -6

Next records
SMILES	JMJD2C inh	core dimer inh	Efflux pump mplx	Fh CTSL1 inh	procasp7 counter	PP5 inh	PP1 counter	TPT1 inh	procasp3 activ
Cc1ccccc1NCC(=O)N/N=C\c1ccc2c(c1)OCO2	-1	-13	-0.1	-3	6	3.2	-1	-5	1
O=C(CSc1ccc(-c2nc3ccccc3[nH]2)cn1)Nc1ccc(S(=O)(=O)NC2CC2)cc1	-3	6	0.0	2	11	1.5	2	-1	-8
COc1ccccc1N1CN(S(=O)(=O)c2ccc(C)cc2)c2nc3ccccc3nc21	-3	x	0.1	x	14	x	x	x	18
COc1ccc(CCC(=O)Nc2cccc(Cl)c2)cc1	-17	-1	-0.2	-2	2	0.4	-5	-1	5
COc1cc(/C=N/O)cc(Br)c1OCc1cccc(Cl)c1	-3	-9	0.1	0	-1	5.5	11	-8	-1
O=C1C(=O)N(c2ccccn2)C(c2ccc(F)cc2)/C1=C(/O)c1ccc(Br)cc1 (stereo not given)	6	-4	-0.2	1	3	-0.7	2	-1	0
CCOC(=O)Cn1c(-c2cccnc2Cl)nc2cc(Cl)c(Cl)cc21	1	4	-0.1	0	4	0.8	3	-2	-8
CC(C)CNC(=O)c1ccc(Cl)c(N)c1	2	1	-0.5	-3	7	-1.6	-2	-1	0
CC(C)CC1NC(=O)N(Cc2cc(=O)n3ccsc3n2)C1=O (stereo not given)	-1	1	-0.1	-3	5	-1.2	-2	-1	-3
COc1ccc(Br)c2c1C(=O)CC2	6	5	0.0	6	0	4.1	-3	-1	11
O=C1C(Cl)=C(N2CCCCCC2)C(=O)N1c1ccccc1Cl	3	-5	-0.2	-4	-5	2.6	0	1	-7
COc1ccc(C2C3=C(CC(C)(C)CC3=O)Nc3n[nH]c(C)c32)cc1 (stereo not given)	-7	7	-0.1	9	7	0.9	0	6	-1
N/C(=N\S(=O)(=O)c1cccs1)c1ccccc1	1	-4	0.0	-2	-3	1.6	0	-1	1
CC(C)(C)C(=O)OC/C(N)=N/OC(=O)c1ccccc1	21	0	0.0	-6	9	1.5	-3	-1	4
Cc1cc(NC(=O)CSc2nnc(-c3ccco3)n2C)no1	-2	x	-0.1	x	-1	-1.2	-7	x	9
COCCCn1c(SCC(=O)NC2CCCC2)nnc1-c1cccs1	159	3	-0.3	-1	7	-0.8	0	-1	8
Cc1ccc(NC(=O)C2CCCN(C(=O)c3ccc(Cl)cc3)C2)cc1S(=O)(=O)N1CCOCC1 (stereo not given)	-7	1	0.5	-10	4	2.2	-2	-4	7
CC(C)C(OC(=O)c1cccs1)C(=O)NC1CCCCC1 (stereo not given)	2	-8	0.0	-10	12	1.1	-1	-2	-5
COc1cc(Nc2ncnc(N)n2)cc(OC)c1	5	4	0.0	2	0	-1.5	0	1	-9
CCC(C)(C)C1CCc2[nH]nc(C(=O)NCc3ccccn3)c2C1 (stereo not given)	-6	1	-0.1	1	19	0.7	0	-2	-4
CCOC(=O)[C@H]1[C@H]2COc3ccc(OC)cc3[C@@H]2N2C(=O)CN(Cc3ccc(OC)cc3)C(=O)[C@@]12C	3	x	0.0	x	6	-0.2	-1	x	6
O=C(COc1ccccc1-c1ccccc1)N/N=C/c1cccc2ccccc12	-2	22	-0.1	5	3	4.3	13	-2	-7
COCCn1c(C)cc(C(=O)COc2ccc(N(C)S(=O)(=O)c3ccc(C)cc3)cc2)c1C	3	x	-0.3	x	6	0.0	0	x	-4
O=C(O)Cc1ccc(NCc2ccccc2Cl)cc1	x	-3	-0.1	-4	4	0.0	3	4	3
O=C1/C(=C/c2ccc(Cl)cc2)SC(=S)N1CCC(=O)N1CCCCC1CCO (stereo not given)	-6	19	0.2	4	-18	3.8	8	1	-9
COc1cc(C(=O)Nc2ccc(C)cc2)c(-n2cnnn2)cc1OC	-20	-1	0.0	-2	9	0.1	-1	-5	0
O=C1CCCC2=C1C(c1ccsc1)CC(=O)N2c1ccccc1 (stereo not given)	-3	3	0.0	-5	11	-1.3	0	-2	0
Cc1ccc(NC(=O)CNc2cc(S(=O)(=O)N3CCOCC3)ccc2NCC2CCCO2)cc1F (stereo not given)	14	-2	-2.4	7	4	3.2	-3	-2	2
CC(C)c1ccc(-c2csc3ncnc(N4CCN(C)CC4)c23)cc1	38	3	-2.8	-4	7	0.3	0	-1	0
CCN(CC)CCCNC(=O)c1cc(-c2cccc(Cl)c2)on1	5	-3	0.5	1	2	2.1	4	3	4
CNC(=O)c1c(NC(=O)c2ccco2)sc2c1CCC2	20	-16	0.8	14	-6	-6.0	-4	-4	-6
CC(=O)Nc1cccc(NC(=O)c2ccc(C(=O)Nc3cccc(NC(C)=O)c3)nc2)c1	-1	7	0.0	-7	-2	0.6	-4	0	1
COc1ccccc1C(=O)NNC1=NS(=O)(=O)c2ccccc21	-3	3	0.0	-2	0	0.1	-1	0	-7
Cc1ccc(S(=O)(=O)c2cc3c(=O)n4ccccc4nc3n(Cc3ccco3)c2=N)cc1	-1	44	0.2	5	-28	2.9	21*	24	-22
CCN1CCN(Cc2ccc(NC(=O)Nc3ccccc3Cl)cc2)CC1	4	-2	-0.2	4	-1	2.8	-2	-3	13
CCOC(=O)CON1C(=O)C(=O)N(OCC(=O)OCC)C2CCCCC21 (stereo not given)	14	-2	0.0	-4	13	-1.8	2	-3	2
Cc1cccc(Oc2ncnc3onc(C)c23)c1	-1	-1	-0.1	-1	-14	0.8	-1	-4	2
COC(=O)c1ccc(COc2ccc(C(C)(C)C)cc2)o1	-1	-4	0.0	3	-3	2.0	2	0	9
CN(C)S(=O)(=O)Oc1cc(Cl)ccc1C(=O)Nc1ccc(F)cc1F	-18	5	-0.1	1	3	0.6	-1	-3	-3
CCOC(=O)c1cn(CC(=O)Nc2ccc(C(C)C)cc2)nn1	8	-6	0.1	0	-7	3.2	0	0	-7
COc1ccc(OC)c(CNC(=O)CCn2c(=O)c3cccn3c3ccc(F)cc32)c1	12	5	-0.1	2	2	1.7	-8	-2	-1
CCN(CC)S(=O)(=O)c1ccc(Cl)c(NC(=O)COC(=O)c2nc3nc(C)cc(C)n3n2)c1	-4	x	-0.2	x	2	x	x	x	-1
O=c1oc([C@@H](O)c2ccccc2)cc2ccccc12	-1	x	-0.2	x	3	x	x	x	-4
COCCNC(=O)C1(C)C=CC2(CCCCC2)N1C(=O)c1ccccc1 (stereo not given)	-22	-19	0.1	-6	6	-3.7	5	0	1
O=C(Nc1ncnc2c1CCC2)C12CC3CC(CC(C3)C1)C2	3	-1	-0.2	2	0	2.4	0	-4	8
O=C(O)c1ccc(NC(=O)c2ccccc2NC(=O)c2cccc(Br)c2)cc1	-6	5	0.0	2	8	1.6	-4	-1	1
CCOC(=O)c1[nH]c(C)c(C(=O)NCCC2=CCCCC2)c1C	-4	1	-0.2	3	1	-0.8	0	-2	-1

Compound activity: PubChem, several laboratories
